Screens from PubChem BioAssay.
Tb hexokinase: blocks Trypanosoma brucei hexokinase 1 activity; actives 0.11% (n = 220,000); recombinant TbHK1, G6PDH-coupled NADH A340; inhibition, % at 10 µM;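 active = inhibition of 50% or more in the single-dose primary screen; inactive = inhibition below 50%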
L929 necroptosis: blocks zVAD induced death of L929 cells; L929 zVAD necroptosis rescue, ATP luminescence, 24 h; with zVAD 60 µM; AID 1377; actives 0.38% (n = 220,000); viability rescue, % at 10 µM;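 active = activation, scaled between plate controls, above about 75%, limit read from the data; inactive = activation under that limit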;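 also: 0% = zVAD with DMSO and 100% = DMSO alone without zVAD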
Hck-Nef inh: human Hck-Nef kinase inhibition; P08631; Recombinant Hck-YEEI plus Nef, Z-Lyte FRET kinase assay; inhibition, % at 20 µM; actives 0.68% (n = 220,000); AID 463187;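 active = Hck-Nef kinase inhibition above about 50%, limit read from the data; inactive = inhibition below that limit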;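 also: 0% = DMSO with Hck plus Nef and 100% = Hck alone without Nef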
Target sequence (P08631 whole entry, looked up): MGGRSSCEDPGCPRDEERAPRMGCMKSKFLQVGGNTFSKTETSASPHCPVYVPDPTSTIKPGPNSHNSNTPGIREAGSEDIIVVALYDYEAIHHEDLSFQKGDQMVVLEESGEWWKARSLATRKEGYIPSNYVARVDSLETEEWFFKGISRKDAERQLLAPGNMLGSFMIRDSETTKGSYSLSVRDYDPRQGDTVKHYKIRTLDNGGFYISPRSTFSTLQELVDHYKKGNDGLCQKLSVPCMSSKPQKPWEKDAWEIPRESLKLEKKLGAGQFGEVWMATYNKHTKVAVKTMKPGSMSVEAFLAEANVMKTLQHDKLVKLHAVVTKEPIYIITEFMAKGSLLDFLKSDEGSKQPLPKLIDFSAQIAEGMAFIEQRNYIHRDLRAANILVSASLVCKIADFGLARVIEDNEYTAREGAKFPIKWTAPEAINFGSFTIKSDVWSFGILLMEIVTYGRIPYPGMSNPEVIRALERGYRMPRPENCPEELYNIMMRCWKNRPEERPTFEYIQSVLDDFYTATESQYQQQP
PGE2 EP2 inh: inhibitors of human EP2 prostaglandin E2 receptor. P43116. C6 glioma cells expressing human EP2, cAMP TR-FRET; cells stimulated with saturating PGE2. inhibition, % at 25 µM. actives 0.52% (n = 260,000). AID 1422;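 active = percent inhibition above 40 after rounding to a whole number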;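 also: rat C6 glioma host cells with rolipram phosphodiesterase inhibitor present; the protocol text gives 20 µM as final concentration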
Target sequence (P43116 whole entry, looked up): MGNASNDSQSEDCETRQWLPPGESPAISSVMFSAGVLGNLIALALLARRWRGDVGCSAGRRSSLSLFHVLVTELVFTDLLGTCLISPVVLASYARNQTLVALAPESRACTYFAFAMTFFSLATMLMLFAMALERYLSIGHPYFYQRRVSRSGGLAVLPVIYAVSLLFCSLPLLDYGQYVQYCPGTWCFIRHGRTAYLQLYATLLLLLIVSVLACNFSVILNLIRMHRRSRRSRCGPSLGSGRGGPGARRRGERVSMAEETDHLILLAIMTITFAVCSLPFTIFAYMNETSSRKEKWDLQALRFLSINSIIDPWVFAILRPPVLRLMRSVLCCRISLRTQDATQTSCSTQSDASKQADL
Calpain2 inh: inhibitors of pig calpain II | purified calpain II, fluorogenic peptide substrate, 30 min | inhibition, % at 16 µM | actives 0.37% (n = 220,000) | AID 1236;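 active = inhibition above about 50%, limit read from the data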
14-3-3 Bad inh: disrupts binding of bovine 14-3-3 zeta to phospho-Bad peptide | TR-FRET 14-3-3zeta/Dy647-pBad peptide displacement, 1 h | inhibition, % at 21.7 µM | actives 0.71% (n = 220,000);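 active = inhibition above about 70%, limit read from the data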;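 also: 0% = full 14-3-3 plus peptide FRET controls and 100% = background without 14-3-3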
EP2 mod: modulators of human EP2 prostaglandin E2 receptor | P43116 | EP2-expressing cells, cAMP HTRF FRET, PGE2 co-stimulation | AID 940 | actives 0.83% (n = 260,000) | induction, % at 25 µM;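 active = compounds whose cAMP rise, as percent of the full-agonist control response, exceeds 60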;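 also: rat C6 glioma line stably carrying human EP2 under a CMV promoter; the protocol text gives 20 µM as final concentration; 100% = response of wells given 1 µM PGE2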
eIF4E 4G PPI: inhibitors of eIF4E and eIF4G interaction in translation initiation; TR-FRET eIF4E-eIF4GI(517-606) binding, 2 h; inhibition, % at 21.7 µM; actives 0.37% (n = 220,000); AID 782;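 active = inhibition above about 30%, limit read from the data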;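 also: 0% = full FRET control wells and 100% = background wells lacking eIF4GI fragment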
Rad51 HR inh: Rad51 (human) homologous recombination inhibition; AID 1385; hRad51 DNA strand exchange, fluorescence dequenching; inhibition, % at 10 µM; actives 0.085% (n = 200,000); Q06609;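 active = inhibition above 40% at the single screening dose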;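 also: 0% = DMSO control wells and 100% = blanks with heterologous ssDNA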
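Read-out basis: percent inhibition relative to plate controls and blanks / Assay system: human Rad51 nucleoprotein filaments preassembled on unlabelled ssDNA / Timing: filaments 15 min 37 °C, then compound 30 min / Control set: per-plate controls and blanks / Technique: fluorescence dequenching at 485/520 nm / Compound: 10 µM final, single point / Also added: Fluorescein- and BHQ1-tagged 47-mer duplex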
Active calls of the source: *; nt = no result given; & = joins results of further samples; [ ] = another dose, or the depositor's remark. Only part of the results is shown; rates above refer to the full screens.

Each structure is followed by: Tb hexokinase | L929 necroptosis | Hck-Nef inh | PGE2 EP2 inh | Calpain2 inh | 14-3-3 Bad inh | EP2 mod | eIF4E 4G PPI | Rad51 HR inh
COc1ccc([N+](=O)[O-])cc1NC(=S)Nc1ccccc1
 : -20 | -0.1 | 11 | 10 | 15 | 40 | -41 | 9 | -2
CCOC(=O)C1=C(O)CSC1=Nc1ccc(Cl)cc1
 : 2 | 1.9 | 0 | 8 | -9 | 1 | 17 | -2 | -9
COC1=C(Nc2ccc(O)cc2)C(=O)c2ccccc2C1=O
 : -8 | 4.2 | 7 | 8 | 14 | -43[fluorescence artefact?] | -17 | 3 | 14
CCc1nn(C)c(-c2n[nH]c(=S)n2N)c1Cl
 : -2 | -0.1 | -1 | 11 | -20 | -20[fluorescence artefact?] | 17 | 0[fluorescence artefact?] | 1
O=C(CSc1nnc(CNC(=O)c2cccs2)o1)NCc1ccc(F)cc1
 : -8 | 0.4 | 1 | 19 | -45 | -5 | -10 | -3 | -6
Cc1cccc(C(=O)Nc2cccc(OCC(=O)O)c2)c1
 : -4 | 1.4 | 4 | 1 | -23 | 1 | 95* | -5 | nt
O=C(Nc1ccc2c(c1)CCC2)c1ccccc1Br
 : 8 | 2.8 | 1 | 3 | -4 | -5 | -8 | 3 | 3
CC(C)(C)C(=O)/C=c1\[nH]c(=O)/c(=C\c2ccc(F)cc2)s1
 : -19 | 2.0 | -2 | 15 | -3 | -2[fluorescence artefact?] | -1 | -2[fluorescence artefact?] | -16
Cn1c(N)c(C(=O)COC(=O)c2ccc(Cl)nc2)c(=O)n(C)c1=O
 : -3 | 2.5 | 20 | 6 | 32 | -1 | -18 | -3 | -9
O=C(NCc1ccc(F)cc1)C1CCN(S(=O)(=O)N2CCCCC2)CC1
 : 44 | 0.4 | 4 | 8 | 6 | -1 | 6 | -7 | nt
CCOC(=O)N1CCC(n2c(SCC(=O)Nc3nccs3)nc3ccsc3c2=O)CC1
 : -2 | -0.4 | 7 | 1 | -48 | 16 | -24 | 3 | 0
CN(C)CCN1C(=O)NC(C)(c2ccc([N+](=O)[O-])cc2)C1=O (stereo not given)
 : 2 | 5.6 | 18 | 13 | -29 | -6 | 18 | 2 | 7
CCC1CCCCN1Cc1nc(Cc2ccccc2Cl)no1 (stereo not given)
 : -8 | -0.6 | 4 | 7 | 23 | 0 | 3 | 0 | -1
COc1ccc(C(C)=O)cc1CSc1nc2ccccc2c(=O)n1-c1ccccc1C
 : -8 | 0.9 | 4 | 11 | -28 | -32[fluorescence artefact?] | 37 | -4[fluorescence artefact?] | 3
Cc1cc(Nc2ccc(Cl)cc2)nc(N)n1
 : -7 | -0.3 | 0 | 7 | 7 | 9 | -34 | -7 | -5
CCOC(=O)c1cnc(-n2nc(C)cc2C)nc1Oc1ccc(C#N)cc1
 : -11 | 0.8 | 27 | 7 | -18 | 0 | 17 | -8 | nt
Cc1ccc2c(c1)sc1nc(=O)n(-c3ccc(Cl)cc3)c(=O)n12
 : 0 | 0.5 | 8 | 5 | -41 | 15[fluorescence artefact?] | -13 | -28[fluorescence artefact?] | 6
COc1cccc(N2C(=O)CC(Nc3ccc(N4CCOCC4)cc3)C2=O)c1 (stereo not given)
 : 3 | 0.3 | -2 | 10 | -7 | -7[fluorescence artefact?] | 10 | -4 | 7
O=C(Cc1ccccc1F)Nc1ccc(SC(F)F)cc1
 : -5 | 8.8 | 4 | 0 | -1 | -3[fluorescence artefact?] | 2 | 19 | 2
CCOC(=O)c1c(NC(=O)CSc2nnc(-c3c[nH]c4ccccc34)n2CCOC)sc2c1CCCCC2
 : 2 | nt | -3 | 8 | -10 | -6[fluorescence artefact?] | 39 | 6 | -4

New compounds follow.
Each structure is followed by: Tb hexokinase | L929 necroptosis | Hck-Nef inh | PGE2 EP2 inh | Calpain2 inh | 14-3-3 Bad inh | EP2 mod | eIF4E 4G PPI | Rad51 HR inh
O=C(CCn1cnc2ccccc2c1=O)Nc1cccc(Cl)c1
 : 2 | -0.3 | 0 | 7 | 4 | -3 | -30 | -8 | -1
COc1cc2[nH]c(=O)n(CCC(=O)N3CCN(Cc4ccccc4)CC3)c(=O)c2cc1OC
 : -11 | 0.8 | 11 | 5 | -14 | 14 | -20 | 1 | -2
CCCc1ccc(C(=O)NNc2ccccc2F)cc1
 : 2 | -0.3 | -2 | 14 | -12 | -3 | -33 | 0 | 17
O=C(O)CCCNS(=O)(=O)c1ccc2c(c1)OCCCO2
 : -5 | -0.4 | -1 | 1 | 21 | 6 | 19 | -1[fluorescence artefact?] | 2
COc1ccccc1/C=C/C(=O)NCCC1=CCCCC1
 : -2 | 0.6 | -7 | 0 | 10 | -6 | -50 | 2 | -7
Cc1ccccc1C(=O)Oc1ccc(Sc2ccc(O)cc2)cc1
 : 12 | 0.6 | 4 | nt | 113* | 3 | -1 | 5 | -4
CC(=O)Nc1ccc(/C=N/OCC(=O)Nc2ccc(C)cc2)cc1
 : 21 | 0.1 | 2 | 9 | 2 | -2 | -37 | 2 | 2
CCOCCCN1CC(C(=O)NCCc2ccc(C)cc2)CC1=O (stereo not given)
 : -1 | 0.3 | 2 | 25 | nt | nt | nt | nt | -5
Cc1ccc(CN2C(=O)CCC2C(=O)NC(C)C)cc1 (stereo not given)
 : -1 | 1.7 | 1 | 7 | 22 | -6 | 6 | 3 | 5
C/C(=N/NC(=O)CSc1nc2ccccc2n1C)c1ccc(O)cc1
 : -8 | 1.3 | 25 | 13 | -17 | -4 | -21 | 4 | 5
O=C(C1CCCN(CCCc2ccccc2)C1)N1CCCCC1 (stereo not given)
 : 1 | 0.6 | -1 | 3 | -2 | -1 | -9 | 5 | 8
CCOC(=O)CSc1nc2cc(C(=O)N3CCCC3)ccc2c(=O)n1Cc1ccccc1
 : -11 | -1.1 | -2 | 10 | 6 | 12 | 16 | 9 | -2
COc1ccc(/C=N/NC(=O)c2cccc(NC(C)=O)c2)c(OC)c1
 : -35 | 1.7 | 0 | 4 | 4 | -11 | -43 | -3 | 17
CCOC(=O)CN(C(=O)CNC(=O)c1ccco1)C(C(=O)NC1CCCC1)c1ccccc1OCC (stereo not given)
 : -2 | -0.2 | -2 | 11 | 4 | -9 | 32 | 1 | 5
Cc1ccccc1N/N=C/c1ccc(C#N)cc1
 : -13 | nt | 6 | 5 | 2 | -5[fluorescence artefact?] | 16 | -1[fluorescence artefact?] | -23
Cc1ccc(CNC(=O)CCC2CCCN(Cc3cccc4cccnc34)C2)o1 (stereo not given)
 : -1 | -1.4 | 10 | 3 | -8 | 13 | -9 | 1 | nt
CCOc1ccccc1C1CC(c2ccc(Br)cc2)Nc2nc(N)nn21 (stereo not given)
 : -6 | -0.3 | 17 | 3 | -14 | 9 | -4 | 3 | 3
C=CCNC(=S)Nc1ccc2nc(C)oc2c1
 : 11 | 0.7 | -6 | 5 | 27 | -4 | 5 | 1 | -11
Cc1ccc(NC(=O)c2ccccn2)c(Br)c1
 : -13 | 0.8 | -15 | 7 | 26 | 0 | 14 | 4 | nt
O=C(COC(=O)C1CCC(=O)N1)Nc1ccc(Cl)cc1Cl (stereo not given)
 : -3 | -1.1 | 2 | 5 | 21 | 8[fluorescence artefact?] | 8 | -1 | -4

Further entries follow:
Each structure is followed by: Tb hexokinase | L929 necroptosis | Hck-Nef inh | PGE2 EP2 inh | Calpain2 inh | 14-3-3 Bad inh | EP2 mod | eIF4E 4G PPI | Rad51 HR inh
Cc1ccc(OC(=O)N2CCOCC2)cc1
 : 0 | -0.2 | 0 | 2 | 1 | 5 | 17 | 4 | -6
COc1ccc(CN(C(=O)c2ccco2)c2ccc(Br)cc2)cc1OC
 : -4 | 0.5 | 0 | 3&7 | 15 | 6 | 17&7 | -5 | 0
Cc1ccc(-c2cc(C(=O)N(C)Cc3cnn(C)c3C)c3cc(Br)ccc3n2)cc1
 : -8 | 3.2 | 1 | 15 | -18 | -2 | 27 | -6 | -2
COc1cccc(-c2cc(C(=O)NCc3ccc(Cl)cc3)no2)c1
 : 1 | 1.4 | 15 | 6 | 8 | 9[fluorescence artefact?] | -15 | 4 | 2
NC(=S)N/N=C/c1ccc(-c2cc(Cl)c(Cl)cc2Cl)o1
 : -20 | -1.7 | 22 | 6 | -77 | -5 | 9 | 0 | -3
CN1C(=O)N(C)C2C1N(C)S(=O)(=O)N2C (stereo not given)
 : 3 | 0.0 | 2 | 23 | -13 | 6 | 26 | 4[fluorescence artefact?] | -1
O=C(Nc1nnc(-c2ccc(Cl)cc2)o1)Nc1ccccc1F
 : -5 | 0.5 | 6 | 10 | 0 | 1 | 5 | 3 | 2
C/C(=N\OC(=O)NC(C)C)c1sc(-c2ccccc2)nc1C
 : -16 | 3.0 | 3 | 6 | 19 | 0 | -7 | 6 | 0
CC(C)NC(=S)N=Nc1c(O)[nH]c2ccc(C(C)C)cc12
 : -4 | 1.5 | 2 | 6 | 26 | 10[fluorescence artefact?] | 5 | -4[fluorescence artefact?] | 4
CC(/C=N/n1c(-c2cccnc2)n[nH]c1=S)=C\c1ccco1
 : -49 | 1.3 | 5 | 13 | 2 | -2 | 28 | 0 | 6
CCOc1cc(C(=O)Nc2ccc3c(c2)OCO3)ccc1OCCOc1ccccc1Cl
 : 4 | -0.5 | -3 | 5 | 7 | -8 | 7 | -7 | -5
O=C(NNc1ccc(O)cc1)c1ccc(Br)cc1
 : -5 | -1.1 | 20 | 3 | -20 | -18 | 3 | 2 | 3
CCCCNC(=O)c1ccc(/C=C2\Oc3ccccc3N(C)C2=O)cc1
 : 0 | 65 | -1 | 12 | -314 | -4 | -32 | -1 | 8
N/C(CC(=O)NCCOc1ccccc1)=N\O
 : 0 | 0.0 | 0 | -4 | 5 | 16[fluorescence artefact?] | -11 | 3 | -5
CC1Cn2c(nc(=O)c3c2NCN(CCc2ccccc2)C3)S1 (stereo not given)
 : -3 | 2.3 | 24 | 7 | -1 | -7 | 12 | -3 | 0
CCOC(=O)C(C)Oc1cccc2c(=O)n(CC(=O)Nc3cccc(OC)c3)ccc12 (stereo not given)
 : -8 | 2.9 | 0 | 17 | 4 | 7 | 11 | -1 | -6
CC(C)C(=O)Nc1ccc2c(c1)nc1n2CCSC1
 : 1 | -0.2 | 0 | 2 | -27 | -4 | 0 | 1 | -3
CCn1c2ccccc2c2cc(CC(N)=O)ccc21
 : -13 | 0.7 | 27 | 3 | -14 | 26 | 13 | 6 | -5
Cc1cccc(C(=O)N[C@H](C(=O)Nc2nc(C)cs2)C(C)C)c1
 : 35 | 0.5 | -4 | 7 | 19 | -8 | -9 | -3 | -2
C/C(Cn1nc([N+](=O)[O-])cc1C)=N\NC(=O)c1cccc(Br)c1
 : -4 | 0.6 | 0 | 13 | -3 | 1 | -14 | 2[fluorescence artefact?] | 0

(list continues)
Each structure is followed by: Tb hexokinase | L929 necroptosis | Hck-Nef inh | PGE2 EP2 inh | Calpain2 inh | 14-3-3 Bad inh | EP2 mod | eIF4E 4G PPI | Rad51 HR inh
CCc1ccc(NC(=O)c2cnc3n(c2=O)CCS3)cc1
 : -21 | 0.2 | 0 | 10 | 17 | 5 | 1 | 2 | -1
c1ccc(Nc2nc3ccccc3[nH]2)nc1
 : -6 | 75* | 1 | 12 | -1 | -1 | -26 | -1 | 0
Cn1cccc1Cc1nnc(SCC(=O)Nc2ccc(F)cc2F)n1-c1ccc(F)cc1
 : -2 | 0.7 | 17 | 3 | 5 | 3[fluorescence artefact?] | 14 | 0 | 0
Cc1ccc(CC(=O)N2CCN(c3ccccc3F)CC2)cc1
 : -4 | 0.2 | 25 | 2 | 6 | -5 | 7 | -1 | -5
CCN(CC)c1ccc(NC(=S)NC(=O)c2ccco2)cc1
 : 5 | 3.2 | 29 | 9 | -7 | -7 | 25 | 1 | -18
